Compound activity (PubChem BioAssay)
CHT PAM: allosteric activators of human choline transporter CHT; Q9GZV3; CHT-expressing cells, membrane potential dye, choline EC20; hits give high values; LV-AA mutant CHT in HEK293 cells; B-score at 10 µM; actives 0.49% (n = 310,000); AID 488977;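 active means initial fluorescence not abnormally high and integrated response B-score, plate-corrected, over 3 SD above library mean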
OX1R antag-1: blocks the human orexin 1 receptor. O43613. CHO/OX1R cells, Fluo-8 calcium fluorescence, orexin A. inhibition, % at 5 µM. actives 0.43% (n = 330,000). AID 434989;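 active means inhibition above its plate's threshold, mean inhibition of all tested compounds on the plate plus 3 SD, cut at about 37% in these data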;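 further: 0% = orexin A challenge wells and 100% = SB-334867-A antagonist wells; not every result past the cut was called active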
Target sequence (O43613 whole entry, looked up): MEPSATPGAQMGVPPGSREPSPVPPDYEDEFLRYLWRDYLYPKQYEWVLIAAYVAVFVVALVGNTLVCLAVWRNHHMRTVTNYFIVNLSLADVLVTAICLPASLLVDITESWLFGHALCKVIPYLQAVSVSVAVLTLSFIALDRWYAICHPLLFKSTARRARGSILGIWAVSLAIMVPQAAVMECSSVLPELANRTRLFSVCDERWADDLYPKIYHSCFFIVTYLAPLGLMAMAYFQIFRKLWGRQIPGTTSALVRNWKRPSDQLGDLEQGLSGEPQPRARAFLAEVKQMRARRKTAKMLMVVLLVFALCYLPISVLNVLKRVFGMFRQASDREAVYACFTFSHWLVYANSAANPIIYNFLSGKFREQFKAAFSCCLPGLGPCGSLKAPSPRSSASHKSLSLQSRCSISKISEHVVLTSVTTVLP
OX1R antag-2: OX1R (human) antagonism; inhibition, % at 6.6 µM; O43613; OX1R-expressing cells, FRET antagonist read-out; actives 1.8% (n = 330,000); AID 485270; in the data active means inhibition mostly above about 38%, no sharp cut-off; inactive means mostly below about 40%;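 further: 0% = agonist challenge alone and 100% = reference antagonist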
An asterisk follows results filed as active; i = inactive; . = not tested or not shown.

SMILES	CHT PAM	OX1R antag-1	OX1R antag-2
COc1cccc(-c2ccc(NC(=O)C3CCCN(Cc4cc(C)[nH]n4)C3)cc2)c1 (stereo unspecified)	i	-4	8
CCOc1ccc(NC(=O)Nc2cc(OCC(F)(F)F)cc(OCC(F)(F)F)c2)cc1	i	3	46
Cc1cccc(CC(C)NC(=O)c2oc3c(F)cccc3c2C)n1 (stereo unspecified)	i	-27	17
COc1cc(/C=C/C(=O)OCC(=O)Nc2ccc(C)cc2[N+](=O)[O-])ccc1O	i	-22	20
COc1ccc(C2CC(c3ccccc3Br)=NN2c2ccc(S(N)(=O)=O)cc2)cc1 (stereo unspecified)	.	-9	2
Cc1cccc(OCC(=O)NNC(=O)c2cccs2)c1	i	-22	24
O=C(N/N=C/c1ccc(O)cc1)c1ccncc1	i	16	-7
CCCCC(=O)N1CCN(c2nc3ccc(Br)cc3s2)CC1	i	3	7
CCN(CC)c1ccc(S(=O)(=O)N2CCOCC2)cc1NC(=O)CSc1ccccc1	i	-12	30
CCOc1ccc(NC(=O)C2CCN(C(=O)NCc3ccccc3)CC2)cc1	i	-11	1
CN(C(=O)COC(=O)c1ccccc1Nc1ccccc1)c1c(N)n(Cc2ccccc2)c(=O)[nH]c1=O	i	-32	31
CC(C(=O)N1CCC(C(N)=O)CC1)N(c1ccc(Oc2ccccc2)cc1)S(C)(=O)=O (stereo unspecified)	i	-12	-1
CSc1sc(-c2ccnc(SCCS(C)(=O)=O)n2)c(-c2ccccc2)c1C#N	i	-21	8
COc1ccc(NC(=O)COC(=O)Cc2ccc(-c3ccccc3)cc2)c(OC)c1	i	-22	12
CCN(CC)S(=O)(=O)c1cccc(C(=O)Nc2ccccc2C(=O)N2CCOCC2)c1	i	-25	13
Cc1ccc2cc(CN(Cc3nnnn3Cc3ccco3)CC3CCCO3)c(=O)[nH]c2c1C (stereo unspecified)	i	-9	36
Cc1ccc(Cl)cc1NC(=O)c1ocnc1C	i	-4	9
Nc1ccc(-c2c3ccc(=O)cc-3oc3cc(O)ccc23)cc1C(=O)O	i	84*	69*
CCOc1cc(C(=O)Nc2ccc(S(=O)(=O)N3CCCCC3)cc2)ccc1OCC(=O)N1CCOCC1	i	-23	8
OCCNCC1(O)C2CC3CC(C2)CC1C3 (stereo unspecified)	i	-21	5
CC(=O)c1ccc(S(=O)(=O)N2CCc3ccccc3C2)cc1	i	-27	2
COc1ccc(C(=O)NNC(=O)c2ccc3ccccc3c2O)cc1	i	-22	-8
O=C(Cc1ccccc1)O/N=C1\CCCc2ccccc21	i	-6	17
COc1ccc(S(=O)(=O)N2CCOCC2)cc1NC(=O)COC(=O)C1=COCCO1	i	-2	7
CCOP(=O)(c1ccc(N(C)C)cc1)C(O)c1ccccc1F (stereo unspecified)	i	-1	-9
O=C(NC1CC1)C1=C[C@H](c2ccc(C(F)(F)F)cc2)C[C@H](OCc2ccc(CO)cc2)O1	i	-25	2
O=C(c1ccncc1)N1CCN(S(=O)(=O)c2cccc(Cl)c2)CC1	i	-3	15
Nc1nc(Nc2ccccc2)nc2c1ncn2[C@@H]1O[C@H](CO)[C@@H](O)[C@H]1O	i	-1	5
COC(=O)c1ccc(-c2nc(O)c(C)s2)cc1	i	-15	4
COC(=O)c1ccc(C2CC(=O)NC3=C2C(=O)CCC3)cc1 (stereo unspecified)	i	-11	7
CC(C)(C)c1csc(Sc2ncccc2[N+](=O)[O-])n1	i	-26	11
Cc1noc(NS(=O)(=O)c2ccc(NC(=O)c3oc4ccc(Cl)cc4c3C)cc2)c1C	i	-3	36
Cc1ccccc1Cn1c2ccccc2c2cn[nH]c(=O)c21	i	-14	34
O=C1NC(Cc2ccccc2)c2nc3cc(F)ccc3c(=O)n2-c2cc(Cl)ccc21 (stereo unspecified)	.	-8	2
N#Cc1ccc(C(=O)Nc2nc(-c3cccs3)c(C(=O)C(F)(F)F)s2)cc1	i	-14	44
CN1CCN(S(=O)(=O)c2ccc(NC(=O)c3ccc(F)cc3)cc2)CC1	i	-13	3
O=C(NNc1nc2c(F)cccc2s1)c1cc(=O)c2ccccc2o1	i	-29	14
COC(=O)[C@]12C(=O)C(C)=C(O)[C@@]1(C)C(C)=CC1[C@@]34CC[C@@H](OC(C)=O)C(C)(C)C3C(C[C@]12C)OC4=O (stereo partly specified)	i	-11	5
CNC(=O)C(=O)NCC(c1cccs1)S(=O)(=O)c1ccc(F)cc1 (stereo unspecified)	i	-5	10
N#Cc1cccc(S(=O)(=O)NCC(=O)NCc2ccc3c(c2)OCO3)c1	.	-21	5

Fetched by compound from the list above:
SMILES	CHT PAM	OX1R antag-1	OX1R antag-2
N#Cc1ccc(C(=O)Nc2nc(-c3cccs3)c(C(=O)C(F)(F)F)s2)cc1	i	-14	44
Cc1ccccc1Cn1c2ccccc2c2cn[nH]c(=O)c21	i	-14	34

Later entries:
SMILES	CHT PAM	OX1R antag-1	OX1R antag-2
CCc1nc(NCCC(C)C)c(C#N)c2c1CCCC2	i	-11	-5
CNS(=O)(=O)c1cc(OC)c(OC)cc1CC(=O)OC	i	-17	6
Cc1ccc(S(=O)(=O)N(C#N)c2nc(C)cc(C)n2)cc1	i	-11	7
O=c1cnnc(Nc2ccc(Cl)c(C(F)(F)F)c2)[nH]1	i	-11	43
CCSc1nc(C)nc2c1oc1ccccc12	i	-19	23
CC1CCCCC1NCC(=O)NCc1ccc(F)cc1 (stereo unspecified)	i	-11	18
Cc1sc(NC(=S)Nc2ccc(F)cc2)c(C(N)=O)c1C	i	-32	41
NC1=NCc2ccccc21	i	-2	22
Nc1nc(Cl)cc(N2CCC(c3cc(-c4ccc(Cl)cc4)n[nH]3)CC2)n1	i	54*	19
Nc1ccc(N=Nc2ccccc2O)c(N)c1	i	6	26
COc1ccc(CC(=O)NCc2ccccc2Cl)cc1S(=O)(=O)N1CCOCC1	i	-6	10
Cc1sc2nc(CSCC(=O)N(C)CC(=O)Nc3ccc(F)cc3)[nH]c(=O)c2c1C	i	-14	16
COc1ccc(C(C(=O)NC2CCCC2)N(C(=O)c2ccco2)c2ccccc2OC)cc1 (stereo unspecified)	i	-19	27
O=C(OCc1nnc(-c2ccccc2)o1)c1cc(S(=O)(=O)N2CCOCC2)ccc1F	i	-16	24
Cc1ccc(S(=O)(=O)N2CCOCC2)cc1C(=O)c1nccn1C	i	-4	14
CCC(C)Sc1nc2c(c(=O)[nH]1)C(c1cccs1)C1=C(CCCC1=O)N2 (stereo unspecified)	i	-26	18
CCOC(=O)c1c(C)c(C(=O)NCc2ccco2)c(C)n1CC	i	-10	-2
CCOc1cc2c(C)cc(=O)oc2cc1Cl	i	10	4
CC(=O)c1ccc(NC(=O)CCc2c(C)nn(-c3ccc(N4CCOCC4)nn3)c2C)cc1	i	-9	11
CCCCc1ccc(NC(=O)COc2ccc(C(=O)Nc3ccccc3C)cc2)cc1	i	5	16
Cc1cccc(/C=C2/SC(=O)N(Cc3ccccc3Cl)C2=O)n1	i	-24	11
CCN1C(C)=C(C)S/C1=C1\SC(=S)N(C2CCCCC2)C1=O	i	-20	13
Cc1cccc(CN2CCN(Cc3ccc4nonc4c3)CC2CCO)n1 (stereo unspecified)	i	-28	27
CCOc1ccc(-c2cc(C(=O)OC)[nH]n2)cc1	i	-26	22
Cc1cccnc1NC(=O)C1CCN(S(=O)(=O)c2ccc3c(c2)CCC(=O)N3)CC1	i	-4	12
Brc1ccc2ncc(Br)cc2c1	i	24	-8
CN(C)S(=O)(=O)c1cc(NC(=O)CNCc2ccc(F)cc2)ccc1Cl	i	-30	-7
COc1ccc2c(c1)[C@H]1[C@H](CO2)[C@H](c2ccccc2)[C@]2(C)C(=O)Nc3ccccc3C(=O)N12	i	-2	28
CCN(CC(=O)NCCN1CCOCC1)S(=O)(=O)c1ccc(F)cc1	i	2	1
C=C(C)CNC(=S)N/N=C/c1ccc(N2CCOCC2)cc1	i	-15	22
COc1ccc(CN2C(=NC(=O)C3CC3)SC3CS(=O)(=O)CC32)cc1OC (stereo unspecified)	i	-12	14
O=C(COC(=O)c1ccc(Br)cc1)NC(=O)NCc1ccccc1	.	-20	4
O=C(CSc1nc(-c2ccccc2)cc(C(F)(F)F)n1)NCc1ccco1	i	2	15
O=C(COC(=O)c1ccc(S(=O)(=O)N2CCc3ccccc3C2)cc1)NC1CCS(=O)(=O)C1 (stereo unspecified)	i	-16	10
CCN1CCN(C(=O)c2[nH]c3ccc(OC)cc3c2C)CC1	i	-28	4
CC1CCN(CCOc2cc(Cl)ccc2Cl)CC1	i	-28	6
COc1c2occc2c(OC)c2c(=O)cc(C(F)(F)C(F)(F)F)oc12	i	-3	18
Cn1c(=O)[nH]c(=O)c2[nH]c(CN3CCN(C(=O)c4ccco4)CC3)nc21	i	-10	11
O=C(O)CCC(=O)N1N=C(c2ccccc2)CC1c1ccc2nccnc2c1 (stereo unspecified)	i	-8	7
O=C(Cn1nnc(-c2ccccc2NC(=O)c2ccccc2F)n1)NC1CCCC1	i	40	18
Cc1ccc(NCC(=O)Nc2ccc(Br)cc2)cc1F	i	-7	24
COc1ccc(CCNC(=O)C2CCCN(Cc3nc(-c4ccccc4C)oc3C)C2)cc1OC (stereo unspecified)	i	-26	15
CCOC(=O)/C=c1\s/c(=C(\C#N)C(=O)NC)n(-c2ccccc2)c1=O	i	-11	40
O=C(CN1CCCCC1)NCCNc1ccc(C(F)(F)F)cc1[N+](=O)[O-]	i	-12	17
O=C1c2ccccc2C(=O)N1CCCc1cn(C[C@H]2CC[C@H](Cn3cc(CCCN4C(=O)c5ccccc5C4=O)nn3)O2)nn1	.	-114	13
O=C(NCCN1CCCCC1)Nc1ccc(F)c(Cl)c1	i	-4	7
N/C(=N\NC(=O)c1ccc(F)cc1)c1cc2ccccc2oc1=O	i	-5	25
COc1cc(NC(=O)CSCC(=O)Nc2cccc(C(F)(F)F)c2)c(Cl)cc1Cl	i	9	14
Cn1cc2cc([N+](=O)[O-])ccc2n1	i	2	57
COC(=O)CNC(=O)Cn1ccc2ccccc2c1=O	i	-3	16

Gathered by group, those above containing an aryl methoxy group
SMILES	CHT PAM	OX1R antag-1	OX1R antag-2
COc1cccc(-c2ccc(NC(=O)C3CCCN(Cc4cc(C)[nH]n4)C3)cc2)c1 (stereo unspecified)	i	-4	8
COc1cc(/C=C/C(=O)OCC(=O)Nc2ccc(C)cc2[N+](=O)[O-])ccc1O	i	-22	20
COc1ccc(C2CC(c3ccccc3Br)=NN2c2ccc(S(N)(=O)=O)cc2)cc1 (stereo unspecified)	.	-9	2
COc1ccc(NC(=O)COC(=O)Cc2ccc(-c3ccccc3)cc2)c(OC)c1	i	-22	12
COc1ccc(C(=O)NNC(=O)c2ccc3ccccc3c2O)cc1	i	-22	-8
COc1ccc(S(=O)(=O)N2CCOCC2)cc1NC(=O)COC(=O)C1=COCCO1	i	-2	7
CNS(=O)(=O)c1cc(OC)c(OC)cc1CC(=O)OC	i	-17	6
COc1ccc(CC(=O)NCc2ccccc2Cl)cc1S(=O)(=O)N1CCOCC1	i	-6	10
COc1ccc(C(C(=O)NC2CCCC2)N(C(=O)c2ccco2)c2ccccc2OC)cc1 (stereo unspecified)	i	-19	27
COc1ccc2c(c1)[C@H]1[C@H](CO2)[C@H](c2ccccc2)[C@]2(C)C(=O)Nc3ccccc3C(=O)N12	i	-2	28
COc1ccc(CN2C(=NC(=O)C3CC3)SC3CS(=O)(=O)CC32)cc1OC (stereo unspecified)	i	-12	14
CCN1CCN(C(=O)c2[nH]c3ccc(OC)cc3c2C)CC1	i	-28	4
COc1c2occc2c(OC)c2c(=O)cc(C(F)(F)C(F)(F)F)oc12	i	-3	18
COc1ccc(CCNC(=O)C2CCCN(Cc3nc(-c4ccccc4C)oc3C)C2)cc1OC (stereo unspecified)	i	-26	15
COc1cc(NC(=O)CSCC(=O)Nc2cccc(C(F)(F)F)c2)c(Cl)cc1Cl	i	9	14
